From PubChem
Salmonella PhoP GFP: Inhibition of PhoP regulon, Salmonella typhi GFP reporter cells, confirmation, 4 h (AID 1850); Salmonella Typhi PhoP-promoter GFP reporter, fluorescence, 4 h; higher % means a stronger effect; 310,000 tested, 0.33% active; inhibition, % at 50 µM, or IC50 in µM where a hit was titrated; in the data active = a potency from the dose series; inconclusive = inhibition mostly from about 25% at the one dose, without a potency; inactive = the rest, 99 in 100 with inhibition below about 19%;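 also: 0% = induced wells with vehicle and 100% = uninduced wells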
M. tuberculosis HTS: M. tuberculosis growth inhibition, HTS (AID 449762). M. tuberculosis H37Rv growth inhibition, 7H9 media; higher % means a stronger effect. inhibition, % at 25 µM; hits with a dose series show IC50 in µM. 330,000 tested, 0.59% active; in the data active = a potency from the dose series; inconclusive = inhibition above about 70% without an active follow-up result;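 also: bacterial growth assessed after seven days of incubation; strong numbers were not always called active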
inhibitors of VEEV: inhibitors of VEEV TC-83 cytopathic effect, confirmation, Vero cells (AID 588727); Vero cells, VEEV TC-83 cytopathic effect inhibition; higher % means a stronger effect; 350,000 tested, 0.13% active; inhibition, % at 20 µM, or IC50 in µM where a hit was titrated; in the data active = a potency from the dose series; inconclusive = inhibition mostly from about 14% at the one dose, without a potency; inactive = the rest, 99 in 100 with inhibition below about 12%; also: strong numbers were not always called active
H1N1 NS1A inhibition: NS1A inhibition, H1N1 influenza, cell based functional assay (AID 504329); NS1A functional cell-based assay, percent inhibition; higher % means a stronger effect; one-dose inhibition, % at 12.5 µM; IC50 in µM for titrated hits; 340,000 tested, 0.3% active; in the data active = a potency from the dose series; inconclusive = inhibition above about 27% without an active follow-up result; also: strong numbers were not always called active
M. tuberculosis: growth inhibition of non-replicating M. tuberculosis (AID 488890); Mycobacterium tuberculosis non-replicating, growth inhibition; higher % means a stronger effect; inhibition, % at 25 µM, or IC50 in µM where a hit was titrated; 320,000 tested, 0.39% active; in the data active = a potency from the dose series; inconclusive = inhibition mostly from about 82% at the one dose, without a potency; inactive = the rest, 99 in 100 with inhibition below about 76%;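 also: plate controls were DMSO cells for no effect and high antibiotic wells for full effect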
inhibitors of VEEV 10K pilot screen: further read-out of inhibitors of VEEV, marked with its call; inhibition, %; measured here: 10K pilot screen inhibition
Starred values were filed as active, the others as inactive; i = inactive; ? = inconclusive; nt = not tested or not shown.

SMILES | Salmonella PhoP GFP | M. tuberculosis HTS | inhibitors of VEEV | H1N1 NS1A inhibition | M. tuberculosis | others
CCOC(=O)C1Nc2ccc(OC(F)(F)F)cc2C2C=CCC12 (stereo not given) | 0.8% | 2.8% | 1.1% | 8.3% | -2.8%
CCCn1c(=O)c2ccccc2n2c(SCC(N)=O)nnc12 | -5.5% | -2.7% | 1.3% | -3.8% | -0.6%
O=c1cc(O)n(-c2ccc(F)cc2)c(=S)[nH]1 | 4.8% | -9.2% | 0.5% | 2.5% | -1.1%
CCOc1ccc(C(=S)N2CCOCC2)cc1 | 6.7% | -3.7% | 0.4% | -11.1% | -12.7%
O=C(CSc1nnc(CNC(=O)c2cccs2)o1)Nc1ccc2c(c1)OCO2 | 0.2% | 0.7% | 0.9% | 4.3% | 14.1%
Cn1c(=O)c(NC2CCCCC2)c2c3c(cccc31)C(=O)c1ccccc1-2 | nt | nt | 8.3% | -31.9% | nt
CCCCN(C(=O)C1CCN(C(=O)c2ccccc2C)CC1)c1c(N)n(CCC)c(=O)[nH]c1=O | nt | nt | 2.4% | 11.2% | nt
Cc1ccc(C)c(CSCC(=O)NCc2cccs2)c1 | -1.1% | -2.3% | 1.5% | -12.2% | 30.0%
O=C(CN1CCCCCC1)N1c2ccccc2C=Cc2ccccc21 | -2.3% | -6.4% | i | -12.5% | 13.4%
Nc1nc(CSc2nnc(-c3cccc(F)c3)n2-c2ccccc2)nc(N2CCOCC2)n1 | -6.7% | 16.5% | i | 6.6% | -2.9%
CCOc1c(OC(C)=O)ccc(/C=C2\N=C(SCC)SC2=O)c1[N+](=O)[O-] | 5.5% | 4.0% | i | 11.0% | i
C/C(=N\N=C1\NC(=O)C(CC(=O)NCc2ccccc2)S1)C(C)C (stereo not given) | -1.1% | 2.0% | 0.5% | 4.2% | -4.8% | inhibitors of VEEV 10K pilot screen=0.3
Cc1c([N+](=O)[O-])cc(S(=O)(=O)Nc2ccc(-c3ccc(N4CCCC4)nn3)cc2)cc1[N+](=O)[O-] | 6.6% | 1.2% | 6.2% | -11.6% | 3.9%
COC(=O)C1(C(C[N+](=O)[O-])c2ccco2)C(=O)NCC1c1ccccc1 (stereo not given) | -7.9% | 6.3% | i | nt | 3.9%
O=C1c2ccccc2CC1Sc1nnc(-c2ccccn2)o1 (stereo not given) | nt | nt | 4.5% | 6.0% | nt
CCOP(=O)(OCC)c1cccc(P(=O)(c2ccccc2)c2ccccc2)c1O | -5.9% | -2.1% | i | -28.1% | -15.4%
COC(=O)C(Cc1ccc(O)cc1)NC(=O)CCc1ccco1 (stereo not given) | 2.2% | 2.0% | 1.7% | 3.7% | 1.4%
COc1ccccc1OCCSc1nc(N)cc(N)n1 | 8.7% | 0.1% | 2.1% | 9.1% | -2.9%
CCn1c(SCC(=O)NNC(=O)c2ccco2)nnc1-c1ccco1 | -19.1% | -0.7% | 1.2% | 3.5% | 9.2%
Cc1ccc(C)c(-n2c(SCC(=O)N3CCCC3)nnc2-c2ccccn2)c1 | 4.2% | -9.6% | i | 5.5% | -7.3%
O=C(NCCN1CCN(C(=O)NC2CCCCC2)CC1)NC1CCCCC1 | -2.2% | -0.8% | i | -17.7% | 10.9%
O=C(Oc1ccc2ccc(=O)oc2c1)C1CCCCC1 | -1.5% | 5.3% | 0.0% | -13.2% | 43.1%
Cc1ccc(NC(=O)CCN2C(=O)c3ccccc3C2=O)c(C)c1 | 2.9% | -1.6% | 0.1% | -10.1% | -14.1%
CCCN(CC(=O)Nc1ccccc1C)C(=O)CSc1ccccc1C | nt | -5.8% | 3.2% | -1.6% | 18.4%
COc1ccc(CCNC(=O)c2ccc(S(=O)(=O)N3CCCCC3)cc2)cc1 | nt | 2.4% | 6.2% | -7.8% | -47.1%
O=C(Nc1cccc(-c2cnc3ccccc3n2)c1)C1CC(=O)N(c2ccccc2)C1 (stereo not given) | -6.3% | -8.1% | ? | -13.1% | -2.6%
Cc1c(NC(=O)COc2ccc3ccc(=O)oc3c2)c(=O)n(-c2ccccc2)n1C | -2.2% | -3.7% | 0.1% | 7.2% | -12.8%
O=C(NC1CCCC1)C(c1ccncc1)N(C(=O)c1csnn1)c1ccc(F)c(Cl)c1 (stereo not given) | 11.1% | 4.1% | 1.0% | -12.1% | 4.6%
O/N=C/c1cc(Cl)ccc1OCc1cccc2ccccc12 | 6.6% | 10.4% | nt | nt | 17.2%
COc1ccc(-n2c(-c3ccc(Br)cc3)nc(=S)c3c2CCCC3)cc1 | -3.6% | -8.4% | 7.3% | 1.0% | -0.9%
CCc1cc(C(=O)NNC(=S)Nc2cc(C)ccc2C)cs1 | 13.0% | -0.6% | i | -4.5% | 6.0% | inhibitors of VEEV 10K pilot screen=3.1
O=C(/C=C/c1ccccc1)NC(=S)Nc1ccccc1 | -8.8% | -15.0% | 0.2% | 1.1% | ?
CCOc1ccc(S(=O)(=O)NCC(=O)OCc2nnc(-c3ccccc3)o2)cc1 | nt | 6.2% | 1.6% | -20.2% | -1.1%
O=C(C1CCCCC1)N1CCN=C1SCc1cccnc1 | 10.9% | -2.7% | 1.2% | -0.2% | 3.5%
O=C(Cc1ccccc1)NCC(=O)OCC(=O)c1cccs1 | -7.7% | -1.4% | 0.1% | -0.5% | -1.2%
COc1cc(C(=O)OCC(=O)NC(=O)c2cccn2C)ccc1OC(F)F | 5.0% | -0.4% | 1.1% | 5.8% | -0.1%
COc1ccc(NC(=O)CN2CCN(c3c(C)cccc3C)CC2)cc1 | 7.5% | 13.2% | 3.4% | -17.3% | 56.6%
O=S(=O)(c1ccccc1)c1nc(-c2ccc(F)cc2)oc1N1CCOCC1 | 4.1% | 24.2% | 2.7% | -4.5% | 7.8%
CCOc1ccc(NC(=O)Nc2cccc(C)n2)cc1 | -2.1% | 6.7% | 0.5% | 2.9% | 8.3%
COc1ccc(Cn2nnnc2C(C(C)C)N2CCc3ccccc32)cc1 (stereo not given) | 0.8% | 2.9% | 1.3% | 6.7% | -1.1%
COc1ccccc1S(=O)Cc1ccc(C(=O)O)o1 (stereo not given) | -7.8% | 4.9% | 2.6% | 0.6% | -2.5%
O=C(CCN1C(=O)S/C(=C\c2ccccc2)C1=O)N1CCCCC1 | -5.9% | -3.6% | 5.8% | -4.3% | 18.1%
O=C(c1cccs1)N(C(=O)c1cccs1)c1ccc(Br)cn1 | 13.6% | -0.6% | 3.2% | 2.0% | 38.1%
Cc1ccc(NC(=O)c2cc3ccccc3o2)cc1Cl | 10.8% | ? | 3.2% | -3.4% | ?
COc1ccccc1-c1nc(COc2ccc(Cl)cc2Cl)no1 | -3.6% | 1.1% | 1.8% | -19.2% | -10.8%
CCOC(=O)c1nn(-c2ccc(Cl)cc2)c2nnc(Cc3ccccc3)c(=O)n12 | 0.7% | 4.5% | 1.1% | -6.4% | 0.4%
N=c1c(C(=O)NCCc2ccccc2)cc2c(=O)n3ccccc3nc2n1Cc1ccco1 | 16.1% | 6.7% | 7.0% | -21.5% | ?
O=C(Cn1cnc2cc([N+](=O)[O-])ccc2c1=O)Nc1ccc(N2CCOCC2)cc1 | 1.7% | -2.2% | 0.5% | 3.7% | -16.3%
Cc1cccc(/C=C/C(=O)c2cc(Br)ccc(=O)c2O)c1 | 4.6% | ? | 23.2% | -5.3% | ?
COc1ccc(NC(=O)CN2CCC(C(N)=O)(N3CCCCC3)CC2)c(OC)c1 | 0.6% | 0.9% | i | -8.1% | 5.5%
O=C(CCN1CCCCC1)N/N=C/c1ccc(Br)cc1 | 7.4% | 8.4% | 0.2% | 11.2% | -7.8%
CCN(CC)S(=O)(=O)c1ccc(C)c(NC(=O)Cc2ccc(S(=O)(=O)N3CCOCC3)s2)c1 | -6.0% | -8.5% | 3.1% | -1.7% | 15.7%
O=S(=O)(NCCSc1ccc(Cl)cc1)c1ccc(F)cc1 | 6.9% | -20.1% | i | 0.8% | 20.9%
COc1ccc(CCC(C)NCCc2ccc(Cl)cc2Cl)cc1 (stereo not given) | -2.3% | ? | i | -5.3% | ?
COc1ccc(N2CCN(C(=O)C3CCN(S(=O)(=O)c4ccc(F)cc4)CC3)CC2)cc1 | 4.8% | 8.6% | 1.2% | -1.2% | 8.7%
CCCCn1c(N)c(N(CCOC)C(=O)C2CCN(S(=O)(=O)c3ccc(C)cc3C)CC2)c(=O)[nH]c1=O | -3.2% | -0.9% | i | 13.5% | 11.5%
Cc1csc(NC(=O)CSc2ccc(-c3ccccc3)nn2)n1 | 18.6% | 1.7% | 3.8% | -3.3% | ?
O=C(O)c1ccc(-n2nnnc2SCc2ccccc2F)cc1 | 3.7% | -5.6% | 1.4% | 4.4% | -8.2%
CCOc1ccc(N)cc1 | nt | nt | 1.1% | 5.9% | nt
CC(=O)OCC(=O)[C@@]12OC(C)(C)O[C@@H]1C[C@H]1[C@@H]3C[C@H](F)C4=CC(=O)C=C[C@]4(C)[C@@]3(F)[C@@H](O)C[C@@]12C | 5.1% | 0.6% | nt | nt | -2.3%

Eleven consecutive compounds from above:
SMILES | Salmonella PhoP GFP | M. tuberculosis HTS | inhibitors of VEEV | H1N1 NS1A inhibition | M. tuberculosis | others
CCOC(=O)c1nn(-c2ccc(Cl)cc2)c2nnc(Cc3ccccc3)c(=O)n12 | 0.7% | 4.5% | 1.1% | -6.4% | 0.4%
N=c1c(C(=O)NCCc2ccccc2)cc2c(=O)n3ccccc3nc2n1Cc1ccco1 | 16.1% | 6.7% | 7.0% | -21.5% | ?
O=C(Cn1cnc2cc([N+](=O)[O-])ccc2c1=O)Nc1ccc(N2CCOCC2)cc1 | 1.7% | -2.2% | 0.5% | 3.7% | -16.3%
Cc1cccc(/C=C/C(=O)c2cc(Br)ccc(=O)c2O)c1 | 4.6% | ? | 23.2% | -5.3% | ?
COc1ccc(NC(=O)CN2CCC(C(N)=O)(N3CCCCC3)CC2)c(OC)c1 | 0.6% | 0.9% | i | -8.1% | 5.5%
O=C(CCN1CCCCC1)N/N=C/c1ccc(Br)cc1 | 7.4% | 8.4% | 0.2% | 11.2% | -7.8%
CCN(CC)S(=O)(=O)c1ccc(C)c(NC(=O)Cc2ccc(S(=O)(=O)N3CCOCC3)s2)c1 | -6.0% | -8.5% | 3.1% | -1.7% | 15.7%
O=S(=O)(NCCSc1ccc(Cl)cc1)c1ccc(F)cc1 | 6.9% | -20.1% | i | 0.8% | 20.9%
COc1ccc(CCC(C)NCCc2ccc(Cl)cc2Cl)cc1 (stereo not given) | -2.3% | ? | i | -5.3% | ?
COc1ccc(N2CCN(C(=O)C3CCN(S(=O)(=O)c4ccc(F)cc4)CC3)CC2)cc1 | 4.8% | 8.6% | 1.2% | -1.2% | 8.7%
CCCCn1c(N)c(N(CCOC)C(=O)C2CCN(S(=O)(=O)c3ccc(C)cc3C)CC2)c(=O)[nH]c1=O | -3.2% | -0.9% | i | 13.5% | 11.5%

Next section:
SMILES | Salmonella PhoP GFP | M. tuberculosis HTS | inhibitors of VEEV | H1N1 NS1A inhibition | M. tuberculosis | others
CCCCN1C(=O)CN(CCc2ccccc2)C(=O)C1c1ccc(OC)cc1 (stereo not given) | -0.2% | -9.2% | 3.2% | 1.9% | -4.5%
O=C(Cc1ccccc1)N1CCN(Cc2ccc(Cl)cc2)CC1 | nt | nt | i | -0.4% | nt
CCCSc1cc(N2CCCC2)nc(-c2ccccc2)n1 | 4.0% | -2.9% | 0.1% | -20.8% | 38.3%
COC(=O)c1cc(NC(=O)c2cc(-c3ccccc3Cl)oc2C(F)(F)F)ccc1N1CCOCC1 | 3.1% | 25.9% | 5.6% | 0.8% | 29.5%
COc1ccc(/C=C/c2nc3ccccc3n2Cc2ccccc2OC)cc1 | -6.1% | ? | i | -16.5% | ?
OC(COc1ccc2c(c1)CCC2)CN1CCN(c2cccc(Cl)c2)CC1 (stereo not given) | 6.5% | 4.5% | i | 6.3% | 33.4%
COc1ccc(C(=O)OCC(=O)NCc2ccco2)cc1OC | -4.9% | 3.1% | 1.1% | -3.7% | -4.0%
COc1cccc(NC(=O)CSc2nccn(-c3ccc4c(c3)OCCO4)c2=O)c1 | 8.8% | 26.8% | 5.8% | 4.0% | 17.3%
COc1ccc(N2CCN(C(=O)c3ccc(NS(=O)(=O)c4ccc(F)cc4)cc3)CC2)cc1 | 1.8% | -0.7% | i | 3.2% | 16.0%
CC(C)C[C@H]1CN=C(Nc2ccccc2)N1CC1CCC(C)CC1 (stereo not given in full) | 7.8% | 13.3% | i | -6.1% | 68.8%
Cc1cccn2cc(CNS(=O)(=O)c3cccc(F)c3)nc12 | 7.9% | -9.9% | 1.6% | 4.7% | -5.2%

An unsorted share of the library; 1.4% or so of the library scored in one or more.
